Screening data (PubChem)
hERG rescue: shields human hERG channel from block by proarrhythmic agents | Q12809 | CHO-hERG, FluxOR thallium flux, dofetilide IC70 present | activation (rescue from dofetilide block), less the hit threshold, % at 10 µM | 310,000 compounds, 0.51% hits;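 active = activation above the mean of controls blocked by dofetilide plus 5 SD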;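 also: thallium influx through hERG after potassium depolarization seen as dye fluorescence rise; in these data hits start at about 4.7%; inactives centre near -7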
KCNQ1 block: blocks the human KCNQ1 potassium channel; P51787; CHO-K1 KCNQ1, FluxOR thallium flux fluorescence; active compounds read high; B-score at 10 µM; 310,000 compounds, 1.3% hits; AID 2642;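 active = compounds whose thallium flux B-score, printed positive for inhibition, exceeds three library SD while starting fluorescence stays within three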;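 also: channel opened by potassium depolarization with thallium stimulus after 20 min compound exposure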
TRPC4 inh: inhibitors of mouse TRPC4 channel | Q9QUQ5 | HEK293 TRPC4beta/mu-opioid, DAMGO-evoked Fluo4 calcium flux; active compounds read low | B-score at 10 µM | 300,000 compounds, 0.39% hits | AID 2247;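 active = B-score over 3 SD under the library average, no early fluorescence shift, positive overall ratio signal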
Target sequence (Q9QUQ5 whole entry, looked up): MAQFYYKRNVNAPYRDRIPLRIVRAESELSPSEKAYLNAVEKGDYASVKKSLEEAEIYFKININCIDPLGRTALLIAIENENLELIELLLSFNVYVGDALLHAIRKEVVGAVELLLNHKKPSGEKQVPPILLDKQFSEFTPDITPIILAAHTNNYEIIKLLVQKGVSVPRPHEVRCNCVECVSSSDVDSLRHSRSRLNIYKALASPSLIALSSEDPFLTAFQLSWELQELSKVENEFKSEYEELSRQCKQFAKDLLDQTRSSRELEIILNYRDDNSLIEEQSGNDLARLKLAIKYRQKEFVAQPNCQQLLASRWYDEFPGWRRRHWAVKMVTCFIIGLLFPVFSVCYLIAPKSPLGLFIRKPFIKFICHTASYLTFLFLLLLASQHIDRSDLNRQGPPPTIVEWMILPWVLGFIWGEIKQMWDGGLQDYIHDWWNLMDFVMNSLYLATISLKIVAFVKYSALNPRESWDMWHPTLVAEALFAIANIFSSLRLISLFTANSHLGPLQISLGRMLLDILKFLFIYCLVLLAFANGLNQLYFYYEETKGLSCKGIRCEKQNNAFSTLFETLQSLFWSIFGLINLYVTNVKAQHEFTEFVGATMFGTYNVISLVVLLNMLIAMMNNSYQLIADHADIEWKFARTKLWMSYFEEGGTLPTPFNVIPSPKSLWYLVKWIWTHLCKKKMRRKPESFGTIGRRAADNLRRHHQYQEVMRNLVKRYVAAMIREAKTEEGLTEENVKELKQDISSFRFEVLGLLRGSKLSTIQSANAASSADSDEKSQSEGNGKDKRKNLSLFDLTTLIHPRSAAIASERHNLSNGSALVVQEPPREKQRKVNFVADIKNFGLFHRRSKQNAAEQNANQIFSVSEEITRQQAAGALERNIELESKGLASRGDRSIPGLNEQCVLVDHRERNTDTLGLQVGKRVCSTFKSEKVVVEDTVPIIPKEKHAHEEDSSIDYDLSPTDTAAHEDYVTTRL
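System: stable TRPC4beta/mu-opioid receptor HEK293 cells; Dosing: single-point compound dosing; Measured by: Fluo4 Ca2+ flux fluorescence; Read-out basis: per-well B score of integrated baseline-normalized Fluo4 ratio.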
KCNK3 inh: human KCNK3 channel inhibition, primary screen; B-score at 10 µM; CHO-KCNK3 thallium flux, FluxOR fluorescence; active compounds read low; O14649; 340,000 compounds, 0.84% hits; AID 602410;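 active = B-score under library mean minus 4 SD, starting fluorescence ratio at most library mean plus 5 SD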;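 also: more negative B-score means stronger inhibition of thallium flux through KCNK3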
Dyrk1A ADPGlo: Dyrk1A (rat) kinase inhibition; Q63470; ADP-Glo luminescence, NFATc1 peptide; inhibition, % at 12.5 µM; 310,000 compounds, 0.43% hits; in the data active = inhibition above about 50%;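 also: plate controls were vehicle with enzyme for no effect and no enzyme for full effect; many of its hits are not listed in these tables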
TRPC4 PAM: allosterically enhances the mouse TRPC4 cation channel; Q9QUQ5; HEK293 TRPC4beta/mu-opioid, DAMGO EC20, Fluo-4 Ca2+ flux; active compounds read high; B-score at 10 µM; 310,000 compounds, 0.42% hits; AID 2227;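 active = B-score of calcium response area above 5 SD of library B-scores, with initial fluorescence ratio within 5 SD of library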;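 also: B-score of integrated fluorescence ratio over time as area under calcium response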
PolyA inh: inhibitors of polyadenylation in S. cerevisiae; calls only at 12 µM; AID 1875; 300,000 compounds, 0.02% hits; S. cerevisiae SKY197-pL101 polyadenylation reporter, beta-gal luminescence; efflux-impaired pdr1/pdr3 knockout yeast; score 100 = 6 SD above DMSO;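 active = lowest replicate activity score at least 50, where 100 means six control SD above control mean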;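 also: yeast exposed to compound for 9 h at 30 °C; higher score means more reporter readthrough which indicates perturbed polyadenylation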
Platelet DG rel: platelet dense granule release activity. 300,000 compounds, 0.22% hits. inhibition, %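 (compounds screened at 7.5 µM in platelet-rich plasma)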. human platelet-rich plasma, SFLLRN dense granule ATP release, luminescence;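 active = mean replicate score, as percent of positive control, at or above 50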
KCNK9 block: human KCNK9 channel inhibition | HEK293 KCNK9, FluxOR thallium flux fluorescence; active compounds read low | B-score at 10 µM | 310,000 compounds, 1.2% hits | Q9NPC2;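 active = ratio B-score over 3 SD below the library mean, with starting fluorescence within 5 SD of its mean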;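 also: negative B-score means less thallium flux so channel inhibition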
KCNQ1 pot: human KCNQ1 channel potentiation or activation; 310,000 compounds, 0.35% hits; P51787; B-score at 10 µM; AID 2648; CHO-K1 KCNQ1, thallium flux FluxOR fluorescence; active compounds read high;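 active = fluorescence ratio B-score, a plate-corrected score, at least three library SD, with initial intensity B-score within 5 SD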
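assay system = CHO-K1 cells stably expressing KCNQ1 | medium = assay buffer, equal DMSO in all wells | timing = 37 °C overnight plating, 90-min dark dye load, 20-min compound pretreatment | measured by = kinetic FluxOR thallium fluorescence, 10-s 1-Hz baseline, 110-s post-stimulus read | measure = fluorescence change relative to baseline, converted to B score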
TRPC4 act: opens the mouse TRPC4 cation channel; Q9QUQ5; HEK293 TRPC4beta/mu-opioid, Fluo4 calcium fluorescence; active compounds read high; B-score at 10 µM; 310,000 compounds, 0.49% hits; AID 2237;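 active = B-score above 5 SD of library B-scores, and initial fluorescence ratio not above library mean plus 5 SD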;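 also: positive B-score marks a calcium rise read as TRPC4 activation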
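Material: HEK293 stable line with TRPC4beta plus mu-opioid receptor; technique: Fluo4 calcium-sensitive dye fluorescence, kinetic, 1 Hz baseline; timing: Fluo4 dye loading 45 min at room temperature, 110 s recording; controls: assay buffer as low control, maximal DAMGO as high control; read-out: integrated baseline-normalised fluorescence ratio, converted to per-well B score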
The depositor's hits bear a star; i = inactive; / = not tested or not shown. These rows are one share of the data; the hit share may differ from the screen's.

SMILES | hERG rescue | KCNQ1 block | TRPC4 inh | KCNK3 inh | Dyrk1A ADPGlo | TRPC4 PAM | PolyA inh | Platelet DG rel | KCNK9 block | KCNQ1 pot | TRPC4 act
COc1ccc(CN(C)CC(O)COc2ccc(C(=O)c3ccccc3)cc2)c(OC)c1OC (configuration not stated) | -10 | i | i | i | 8 | i | i | -8 | i | i | i
Cc1cc(SCc2ccccc2)nc(=O)[nH]1 | 0 | i | i | i | -9 | i | i | 14 | i | i | i
COC(=O)C1=C(C)N(CCCC(=O)O)C(=O)NC1c1ccc(Br)cc1 (configuration not stated) | -9 | i | i | i | 9 | i | i | -8 | i | i | i
COc1ccc(CNS(=O)(=O)CCNC(=O)c2ccccc2)cc1 | -7 | i | i | i | 18 | i | i | 1 | i | i | i
Cc1ccc(NS(=O)(=O)c2ccc3[nH]c(=O)sc3c2)cc1 | -7 | i | i | i | 3 | i | i | -5 | i | i | i
C=CCn1c(SCC(=O)Nc2nnc(CC)s2)nnc1-c1ccncc1 | -6 | i | i | i | 2 | i | i | 16 | i | i | i
Cc1cccc(CC2SC(N)=NC2=O)c1 (configuration not stated) | -5 | i | i | i | -4 | i | i | 0 | i | i | i
Cc1nn(C)cc1CN(C)C(=O)c1cc(COc2ccc(F)cc2F)on1 | -10 | i | i | i | -52 | i | i | 2 | i | i | i
COc1cccc(NC(=O)CN(C)C(=O)CN2C(=O)NC3(CCCC3)C2=O)c1 | -10 | i | i | i | -3 | i | i | -2 | i | i | i
Cc1ccc(C)c(N2CCN(S(=O)(=O)CC34CCC(CC3=O)C4(C)C)CC2)c1 (configuration not stated) | -9 | i | i | i | 7 | i | i | 1 | i | i | i
CC1CN(C(=O)c2ccc(COc3ccccc3Cl)o2)CC(C)O1 (configuration not stated) | -3 | i | i | i | 2 | i | i | 0 | i | i | i
COc1ccc(CCN(C)C(=O)Cn2c(=O)oc3ccccc32)cc1OC | -7 | i | i | i | 10 | i | i | -7 | i | i | i
Cc1ccc(C(=O)N2CCN(C(=O)CN3CCOCC3)C2)cc1 | -6 | i | i | i | -4 | i | i | 9 | i | i | i
CCOC(=O)c1snc(C(=O)NC2CCCCC2)c1N | -10 | i | i | i | -3 | i | i | 3 | i | i | i
Cc1ccccc1NS(=O)(=O)c1ccc(C(=O)NN2CCCCC2)cc1 | -7 | i | i | i | 1 | i | / | -3 | i | i | i
O=C(Cc1ccccc1)Nn1c(-c2ccccc2)nc2ccccc2c1=O | 2 | i | i | i | 1 | i | i | -12 | i | i | i
Cc1ccsc1/C=N/NC(=O)C1CC(=O)N(c2ccccc2)C1 (configuration not stated) | -7 | i | i | i | -4 | i | i | -2 | i | i | i
COc1ccc(/C=C/C=C2\NC(=S)NC2=O)cc1 | -6 | i | i | i | 0 | i | i | 3 | i | i | i
O=C1Nc2ccccc2C(=O)N2CCCCC12 (configuration not stated) | -3 | i | i | i | / | i | i | -1 | i | i | i
CSc1ccccc1NC(=O)CN(C)C(=O)c1cccc(S(=O)(=O)N(C)C)c1 | -9 | i | i | i | -3 | i | / | 1 | i | i | i
Cc1c(Cl)ccc2c1NC(=O)[C@]21N[C@@H](CCC(N)=O)[C@H]2C(=O)N(c3ccc(F)cc3)C(=O)[C@H]21 | -14 | i | i | i | 0 | i | i | 2 | i | i | i
COc1ccc(-c2ccc(NCCC3=CCCCC3)nn2)cc1OC | -14 | i | i | i | 1 | i | i | 24 | i | i | i
CCOC(=O)/C(C#N)=C\c1cn(C)c2ccccc12 | -5 | i | i | i | -2 | i | i | 1 | i | i | i
CCCCc1nnc(NC(=O)c2ccc(-n3cncn3)c([N+](=O)[O-])c2)s1 | -12 | i | i | i | -11 | i | / | -5 | i | i | i
Nc1ccc2nn(-c3cccc4ccccc34)nc2c1 | -14 | i | i | i | 3 | i | i | -5 | i | i | i
CC1(C)CC(=O)C(/C=N/n2c(C(F)(F)F)nc3ccccc3c2=O)=C(O)C1 | -6 | i | i | i | / | i | i | -5 | i | i | i
CCn1c(SCC(=O)N(C)C2CCS(=O)(=O)C2)nnc1-c1ccccc1 (configuration not stated) | -9 | i | i | i | -2 | i | i | 3 | i | i | i
COc1ccc(COC(=O)N/N=C(\C)CC(=O)Nc2ccc(Cl)cc2)cc1 | -12 | i | i | i | 6 | i | i | -16 | i | i | i
CCNc1nc(NCC)nc(N/N=C/c2ccc(O)c(OC)c2)n1 | -6 | i | i | i | 2 | i | i | 7 | i | i | i
CCCOCC(O)CC(Cc1ccccc1)C(=O)NN (configuration not stated) | -1 | i | i | i | / | i | i | 22 | i | i | i
CCOC(=O)CSc1nc(C)c(C(C)=O)cc1C#N | -10 | i | i | i | -1 | i | i | -6 | i | i | i
Cc1ccc(Cc2cnc(N3C(=N)SC(c4ccccc4)C3=O)s2)cc1 (configuration not stated) | -2 | i | i | i | 1 | i | i | -2 | i | i | i
Cc1cccc(Cn2c(N(C)Cc3ccccc3)nc3c2c(=O)[nH]c(=O)n3C)c1 | -12 | i | i | i | 12 | i | i | 2 | i | i | i
Cc1cc(NC(=S)N(Cc2cccc(Br)c2)CC2CCC(C(=O)O)CC2)ccc1Cl (configuration not stated) | -29 | i | i | i | -2 | i | i | -5 | i | i | i
C[C@@H](C(=O)NC1CCN(Cc2ccccc2)CC1)N1C(=O)N2CCc3c([nH]c4ccccc34)[C@@]2(C)C1=O | -7 | i | i | i | 12 | i | i | -5 | i | i | i
O=C1c2ccccc2N2C(=O)c3ccccc3C2N1O (configuration not stated) | -6 | i | i | i | 19 | i | i | -87 | i | i | i
COc1cc2[nH]c(C(=O)N(C)Cc3ccccc3)cc2c(OC)c1OC | -8 | i | i | i | -1 | i | i | -1 | i | i | i
Nc1ccc(Nc2nc(-c3cc4ccccc4oc3=O)cs2)cc1 | -5 | i | i | i | 3 | i | i | -13 | i | i | i
CC(NC(=O)CSc1nc2c(cc1C#N)CN(C)CC2)c1ccccc1 (configuration not stated) | -11 | i | i | i | -2 | i | i | -9 | i | i | i
CCCSC(=S)c1c(C)[nH]n(-c2ccccc2)c1=O | 27* | i | i | i | -5 | i | i | 10 | i | 16* | i
Nc1ccc(S(=O)(=O)Nc2nccc(/C=C/c3ccc([N+](=O)[O-])cc3)n2)cc1 | -5 | i | i | i | 0 | i | i | -1 | i | i | i
COc1ccc(CNC(=O)CCCn2ccc3cc(S(=O)(=O)N4CCCC4)ccc32)cc1 | -4 | i | i | i | 4 | i | i | -2 | i | i | i
CC(=O)Nc1cc(C)c2nc(NC(C)=O)sc2c1 | -11 | i | i | i | 1 | i | i | 2 | i | i | i
Cc1ccc(S(=O)(=O)N2CCC(=O)N(C(COCc3ccc(C(F)(F)F)cc3)C(C)C)CC2)cc1 (configuration not stated) | -6 | i | i | i | -4 | i | i | -2 | i | i | i
CCN1CCN(S(=O)(=O)c2c(C)cc(C)cc2C)CC1 | -11 | i | i | i | -5 | 21* | i | -7 | i | i | i
CC(=O)N/C(=N\c1nc(C)cc(C)n1)Nc1ccccc1Cl | -9 | i | i | i | 1 | i | i | 1 | i | i | i
N/C(=N\OC(=O)Cc1ccccc1)c1ccncc1 | -5 | i | i | i | / | i | i | 9 | i | i | i
NC(=O)c1nsc(C(=O)N(Cc2cccnc2)C(C(=O)NCc2ccccc2)c2ccc(O)cc2)c1N (configuration not stated) | -7 | i | i | i | -4 | i | i | 7 | i | i | i
COc1ccc(-n2c3c(cc(C#N)c2=O)C(=O)CCC3)cc1 | -5 | i | i | i | -9 | i | i | -1 | i | i | i
COc1ccccc1OCc1cc(C(=O)N2CCCC(OCc3cccnc3)C2)no1 (configuration not stated) | -2 | i | i | i | -1 | i | i | 13 | i | i | i

Random excerpt: 3 records from the list, in no set order.
SMILES | hERG rescue | KCNQ1 block | TRPC4 inh | KCNK3 inh | Dyrk1A ADPGlo | TRPC4 PAM | PolyA inh | Platelet DG rel | KCNK9 block | KCNQ1 pot | TRPC4 act
COc1ccc(CNC(=O)CCCn2ccc3cc(S(=O)(=O)N4CCCC4)ccc32)cc1 | -4 | i | i | i | 4 | i | i | -2 | i | i | i
CCN1CCN(S(=O)(=O)c2c(C)cc(C)cc2C)CC1 | -11 | i | i | i | -5 | 21* | i | -7 | i | i | i
COc1ccc(-n2c3c(cc(C#N)c2=O)C(=O)CCC3)cc1 | -5 | i | i | i | -9 | i | i | -1 | i | i | i

Next section:
SMILES | hERG rescue | KCNQ1 block | TRPC4 inh | KCNK3 inh | Dyrk1A ADPGlo | TRPC4 PAM | PolyA inh | Platelet DG rel | KCNK9 block | KCNQ1 pot | TRPC4 act
Cc1ccc(NC(=O)Nc2cccc(Cl)c2)c(C(=O)O)c1 | -14 | i | i | i | 6 | i | i | 7 | i | i | i
CCN(CC)C(=N)/C(C#N)=N/Nc1ccccc1 | -6 | i | i | i | / | i | i | 17 | i | i | i
CC1(C)NC(=O)N(CC(O)CN2CCCC2)C1=O (configuration not stated) | -10 | i | i | i | -6 | i | i | -5 | i | i | i
O=C(CN1C(=O)CSc2ccccc21)NC1CCCC1 | -10 | i | i | i | -2 | i | i | -1 | i | i | i
Cc1oc(=O)c(NC(=O)c2ccccc2)cc1C(N)=O | -3 | i | i | i | -6 | i | / | 4 | i | i | i
COc1ccccc1N1CCN(C(=O)C2CCN(S(=O)(=O)c3ccc(F)cc3)CC2)CC1 | -15 | i | i | i | 3 | i | i | 7 | i | i | i
CN(C)S(=O)(=O)c1ccc(Cl)c(NC(=O)CN2CCN(Cc3ccc4c(c3)OCO4)CC2)c1 | -13 | i | i | i | 11 | i | i | 4 | i | i | i

Four compounds out of the list, ordered by molar mass, smallest number first.
SMILES | hERG rescue | KCNQ1 block | TRPC4 inh | KCNK3 inh | Dyrk1A ADPGlo | TRPC4 PAM | PolyA inh | Platelet DG rel | KCNK9 block | KCNQ1 pot | TRPC4 act
CCN(CC)C(=N)/C(C#N)=N/Nc1ccccc1 | -6 | i | i | i | / | i | i | 17 | i | i | i
CC1(C)NC(=O)N(CC(O)CN2CCCC2)C1=O (configuration not stated) | -10 | i | i | i | -6 | i | i | -5 | i | i | i
COc1ccccc1N1CCN(C(=O)C2CCN(S(=O)(=O)c3ccc(F)cc3)CC2)CC1 | -15 | i | i | i | 3 | i | i | 7 | i | i | i
CN(C)S(=O)(=O)c1ccc(Cl)c(NC(=O)CN2CCN(Cc3ccc4c(c3)OCO4)CC2)c1 | -13 | i | i | i | 11 | i | i | 4 | i | i | i
